L3MBTL1 inh: qHTS Assay for the Inhibitors of L3MBTL1. Lethal(3)malignant brain tumor-like protein 1 (Homo sapiens), Q9Y468. Potency, µM (doses to about 57.1 µM), without a hit: at the top dose activity, negative = inhibition, usual class: inhibitors. AID 485360, 2010. actives 0.66% (n = 230,000). AlphaScreen L3MBTL1–H3K9me1 peptide binding; active means well fitted inhibition curve with a large enough effect; inconclusive means small, poorly fitted or top-dose-only effect; inactive means no such curve, though single readings can be large or run the other way; further: nearly all actives have a fitted effect of over 60% in size
Target sequence (Q9Y468 whole entry, looked up): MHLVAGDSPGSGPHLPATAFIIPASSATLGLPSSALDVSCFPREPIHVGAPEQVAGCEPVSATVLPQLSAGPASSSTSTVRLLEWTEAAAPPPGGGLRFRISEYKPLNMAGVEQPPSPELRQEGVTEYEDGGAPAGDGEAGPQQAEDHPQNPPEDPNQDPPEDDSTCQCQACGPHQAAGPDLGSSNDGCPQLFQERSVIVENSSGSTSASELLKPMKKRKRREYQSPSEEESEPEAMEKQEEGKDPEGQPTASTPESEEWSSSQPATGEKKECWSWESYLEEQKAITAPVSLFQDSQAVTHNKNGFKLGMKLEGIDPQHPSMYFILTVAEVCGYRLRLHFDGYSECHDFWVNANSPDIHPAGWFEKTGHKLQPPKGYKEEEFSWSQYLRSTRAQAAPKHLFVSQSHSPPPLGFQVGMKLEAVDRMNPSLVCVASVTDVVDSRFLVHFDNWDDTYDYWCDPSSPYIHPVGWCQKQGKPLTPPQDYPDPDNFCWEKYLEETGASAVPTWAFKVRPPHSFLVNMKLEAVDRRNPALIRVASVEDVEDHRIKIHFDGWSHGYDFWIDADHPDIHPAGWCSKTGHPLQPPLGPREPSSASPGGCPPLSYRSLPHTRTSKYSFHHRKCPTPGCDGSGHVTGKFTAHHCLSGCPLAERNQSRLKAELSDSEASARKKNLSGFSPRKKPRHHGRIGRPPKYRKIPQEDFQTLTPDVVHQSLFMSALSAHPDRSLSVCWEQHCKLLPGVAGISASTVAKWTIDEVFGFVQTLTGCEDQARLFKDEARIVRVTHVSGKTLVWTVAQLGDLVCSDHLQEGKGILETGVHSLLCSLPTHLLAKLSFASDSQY
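First, the protein-peptide complex forms for 30 min at room temperature (L3MBTL1 50 nM, biotinylated H3K9me1 peptide 75 nM). Next, compounds are pin-transferred and incubated 30 min. Finally, AlphaScreen beads are added and read after 30 min.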
* hit, by the source's call; u = inconclusive; & = joins results of further samples; [ ] = another dose, or the depositor's remark. On the % scale 0 is the no-effect control and ±100 the full control effect; potency means the concentration at half of the fitted maximal effect. These rows are one share of the data, so the mix of outcomes need not match the whole.

SMILES	L3MBTL1 inh
CCOc1ccc(CNC(=O)CS(=O)(=O)Cc2nc(-c3ccc(OC)cc3)oc2C)cc1	-3%
Cc1ccc(-c2nc3ccccc3[nH]2)cn1	-3%
NC(=O)C1CCN(c2nc(-c3cccnc3)cs2)CC1	3%&10%
CC[C@@]1(C(=O)OC)N[C@H](CN(C)S(=O)(=O)c2ccc(-c3ccccc3)cc2)[C@@H]2C(=O)N(Cc3ccccc3)C(=O)[C@@H]21	-8%
Cc1cccc(NS(=O)(=O)c2ccc(C)c(NS(=O)(=O)c3cccs3)c2)c1	-6%
CN1CCN(c2nc3c(c(=O)[nH]c(=O)n3C)n2Cc2ccccc2)CC1	3%
Cc1ccc2c(c1)c1c3n2CCN(C(=O)CCl)C3CCC1 (configuration not stated)	-5%
COc1ccccc1-c1nnc(SCC(=O)Nc2ccc(N3CCOCC3)cc2)n1C	1%
Cn1cc(S(=O)(=O)Cc2ccc(F)cc2)c2ccccc21	39%[activator]
Cc1ccc(C(=O)Nc2cccc(S(=O)(=O)N3CCCCC3)c2)cc1[N+](=O)[O-]	-8%
COc1ccc(S(=O)(=O)Nc2cccc3c2O[C@H](CN(C)C(=O)NC2CCCCC2)[C@@H](C)CN([C@H](C)CO)C3=O)cc1	2%
CN(C(=O)Cn1nnc(-c2ccccc2)n1)C1CCS(=O)(=O)C1 (configuration not stated)	8%
C#CCOCCOCCOCCNc1nc(N2CCN(C(=O)CCCCCCCCCCNC(=O)[C@H]([C@@H](C)CC)n3cc(CCCCCN)nn3)CC2)nc(N2CCN(C(=O)CCCCCCCCCCNC(=O)[C@H](CCCCN)n3cc(CCCC(=O)O)nn3)CC2)n1	21%
CC(=O)N1CCc2c(sc(NC(=O)C3CCCCC3)c2C(N)=O)C1	13%
CCOC(=O)NC(=O)CSc1ccc(S(=O)(=O)N2CCCCC2)cn1	-5%
COC(=O)C1(CC2CC(c3cccc(Br)c3)=NO2)CCN(C(=O)OC(C)(C)C)CC1 (configuration not stated)	4%
COc1ccc(C(=O)NC(=O)CSc2n[nH]c(N)n2)cc1	4%
O=C(NC(=S)Nc1ccccc1O)c1cccnc1	-4%[2.29 µM]
COc1ccc(-c2c(-c3ccc(OC)c(C)c3O)n[nH]c2C)cc1	-15%
NC(=O)C1CCN(c2oc(-c3cccs3)nc2S(=O)(=O)c2ccc(Cl)cc2)CC1	1%
CC1CCN(CC(O)COc2ccc(C(=O)c3ccccc3)cc2)CC1 (configuration not stated)	-5%[2.29 µM]
CCc1nc2ccc(C(=O)N(C)CC(=O)Nc3ccc(Cl)c(C(F)(F)F)c3)cc2nc1CC	-12%
Cc1ccc(S(=O)(=O)NCC(=O)OCC(=O)N2CC(C)OC(C)C2)cc1 (configuration not stated)	-4%
Cc1ccc(N2CCN(S(=O)(=O)c3ccc4c(c3)NC(=O)C(C)C(=O)N4)CC2C)cc1 (configuration not stated)	-10%
CC(C)(C)OC(=O)C[C@H]1C/C=C\C[C@H](CC(=O)N[C@H](CO)Cc2ccccc2)C(=O)N[C@H](C(C)(C)C)COC1=O	-4%
CCOc1ccc(S(=O)(=O)N2CCN(C(=O)c3cc([N+](=O)[O-])ccc3N3CCOCC3)CC2)cc1	1%
COc1ccc(Cc2nnc(SCC(=O)Nc3ccc(C)cc3C)[nH]c2=O)cc1	-7%
Cc1ccc(N(CC(=O)N2CCN(Cc3ccccc3)CC2)S(C)(=O)=O)cc1C	-1%
Cc1cc(NC(=O)C(C)SCC(=O)N(C)Cc2c(F)cccc2Cl)no1 (configuration not stated)	-2%
O=C(COC(=O)c1cc([N+](=O)[O-])ccc1N1CCOCC1)NC1CCS(=O)(=O)C1 (configuration not stated)	-4%
O=C(NCCS(=O)(=O)NCc1ccccn1)c1ccccc1	-8%
Cn1c(=O)c2c(nc(Oc3cccc(O)c3)n2C)n(C)c1=O	5%
CC(OC(=O)COc1ccc(C#N)cc1)C(=O)Nc1ccc(Cl)cn1 (configuration not stated)	2%
O=C1N(c2ccccc2C(F)(F)F)O[C@]1(c1ccccc1)C1CCCCC1	37%[activator]
Cc1ccccc1NS(=O)(=O)c1ccc2oc(=O)ccc2c1	8%
CC1Cc2ccccc2N1C(=O)COC(=O)c1ccc([N+](=O)[O-])o1 (configuration not stated)	u

13 entries from above in another layout.
Molecule | L3MBTL1 inh
CC1CCN(CC(O)COc2ccc(C(=O)c3ccccc3)cc2)CC1 (configuration not stated) | -5%[2.29 µM]
CCc1nc2ccc(C(=O)N(C)CC(=O)Nc3ccc(Cl)c(C(F)(F)F)c3)cc2nc1CC | -12%
Cc1ccc(S(=O)(=O)NCC(=O)OCC(=O)N2CC(C)OC(C)C2)cc1 (configuration not stated) | -4%
Cc1ccc(N2CCN(S(=O)(=O)c3ccc4c(c3)NC(=O)C(C)C(=O)N4)CC2C)cc1 (configuration not stated) | -10%
CC(C)(C)OC(=O)C[C@H]1C/C=C\C[C@H](CC(=O)N[C@H](CO)Cc2ccccc2)C(=O)N[C@H](C(C)(C)C)COC1=O | -4%
CCOc1ccc(S(=O)(=O)N2CCN(C(=O)c3cc([N+](=O)[O-])ccc3N3CCOCC3)CC2)cc1 | 1%
COc1ccc(Cc2nnc(SCC(=O)Nc3ccc(C)cc3C)[nH]c2=O)cc1 | -7%
Cc1ccc(N(CC(=O)N2CCN(Cc3ccccc3)CC2)S(C)(=O)=O)cc1C | -1%
Cc1cc(NC(=O)C(C)SCC(=O)N(C)Cc2c(F)cccc2Cl)no1 (configuration not stated) | -2%
O=C(COC(=O)c1cc([N+](=O)[O-])ccc1N1CCOCC1)NC1CCS(=O)(=O)C1 (configuration not stated) | -4%
O=C(NCCS(=O)(=O)NCc1ccccn1)c1ccccc1 | -8%
Cn1c(=O)c2c(nc(Oc3cccc(O)c3)n2C)n(C)c1=O | 5%
CC(OC(=O)COc1ccc(C#N)cc1)C(=O)Nc1ccc(Cl)cn1 (configuration not stated) | 2%

Remaining list, next part:
SMILES	L3MBTL1 inh
CN(C)CC(NC(=O)c1cccc(S(=O)(=O)Nc2ccc3c(c2)OCO3)c1)c1ccccc1 (configuration not stated)	-6%
CCN1C(=O)[C@H]2[C@H]3CN=C(SCc4ccc(OC)cc4)N3[C@@](CC)(C(=O)OC)[C@H]2C1=O	10%
COc1ccccc1C(=O)COC(=O)C1(C)CC1(Cl)Cl (configuration not stated)	16%
COc1ccc(CCNC(=O)CCC(=O)n2ncc3cc(C)ccc32)cc1OC	2%
O=C(c1ccc(=O)[nH]n1)N1CCN(S(=O)(=O)c2cccc(F)c2)CC1	5%
CCOc1ccc(OCc2ccc(C(=O)Nc3cccnc3)cc2)cc1	24%
O=C(Nc1cccc(O)c1)C1CC(c2cccc(Br)c2)=NO1 (configuration not stated)	-1%
CN1CCN(C(CNC(=O)C(=O)NC2CCCCC2)c2ccc(F)cc2)CC1 (configuration not stated)	1%
C[C@H]1CN([C@@H](C)CO)C(=O)c2cccc(NS(=O)(=O)c3ccc(F)cc3)c2O[C@H]1CN(C)Cc1ccc(Cl)c(Cl)c1	-8%
CCOC(=O)C1=CN(Cc2cccc(F)c2)S(=O)(=O)N(C)C1CCc1ccccc1 (configuration not stated)	-7%
CC(=O)Nc1ccc(Nc2nc(-c3sc(NC(C)=O)nc3C)cs2)cc1	2%
CCOc1ccc(S(=O)(=O)NCCC(=O)N2CC=C(c3ccccc3)CC2)cc1	0%
CC1CC(C)CN(C(=O)COC(=O)COc2ccc(C#N)cc2)C1 (configuration not stated)	-9%
COCCN(CC(=O)Nc1cccc(C)c1C)C(=O)c1cc2ccccc2cc1OC	1%
CC1CC(C)CN(CC(=O)Nc2cc(S(=O)(=O)N3CCOCC3)ccc2N2CCCC2)C1 (configuration not stated)	-4%
CC(C)(C)[C@H]1COC(=O)[C@@H](NC(=O)OCC2c3ccccc3-c3ccccc32)C/C=C\C[C@@H](CC(=O)N[C@@H](CO)Cc2ccccc2)C(=O)N1	u
Cc1cccc(CCNC(=O)c2cc(S(=O)(=O)N3CCOCC3)cn2C)c1	0%
CCCCn1c(N)c(N(CCOC)C(=O)c2oc3ccc(OCC)cc3c2C)c(=O)[nH]c1=O	-1%
COc1ccccc1-n1nnnc1SCC(=O)NCC1(N2CCOCC2)CCCCC1	2%
CC1CCCCC1NC(=O)COc1ccccc1C#N (configuration not stated)	6%
CCc1cccc(C)c1NC(=O)c1cccnc1	-1%
Cc1ccc(NC(=O)Nc2cccnc2)cc1	u
COc1ccc(-c2noc(C3CCCN(C(=O)c4ccccc4C)C3)n2)cc1 (configuration not stated)	4%
COc1cc(C(=O)N2CCN(c3cccc(C)c3C)CC2)ccc1OCC(=O)N1CCOCC1	0%
COc1ccc(CC(=O)OCC(=O)NCc2ccco2)cc1OC	-2%
COC(=O)C1=Cc2cc(OC)cc([N+](=O)[O-])c2OC1N1CCOCC1 (configuration not stated)	2%
CC(C)[C@H](NS(=O)(=O)c1ccccc1F)C(=O)NC1CCCCC1	-5%
CCc1ccccc1NC(=O)CN(C)C(=O)COC(=O)c1ccccc1Cl	7%
OCC[C@@H]1C[C@H](O)[C@@H](O)[C@@]2(CCc3ccccc3O2)O1	-6%
CCOC(=O)C1CCN(C(=O)c2cccc(S(=O)(=O)N(CC)c3ccccc3)c2)CC1	-7%
Cc1cc(C(=O)NCC(=O)OC(C)C(=O)N2CCOCC2)ccc1[N+](=O)[O-] (configuration not stated)	-7%
CCCSc1ccc([C@H]2N[C@@](CC(C)C)(C(=O)OC)[C@H]3C(=O)N(C)C(=O)[C@@H]23)cc1	0%
CCN(CC(=O)NCc1ccc(F)cc1)CC(=O)Nc1ccc(Br)cc1F	-8%
CN(Cc1ccccc1)C(=O)COC(=O)CCC(=O)c1ccc(F)cc1	36%[activator]
CCOc1ccc(N2CC(C(=O)NNC(=O)c3ccc(F)cc3)CC2=O)cc1 (configuration not stated)	9%
O=C(CCc1ccccc1)Nc1cccc(S(=O)(=O)N2CCOCC2)c1	6%
Cc1nnc(SCC(=O)Nc2nnc(-c3ccccc3)o2)s1	u
CC(=O)Nc1ccc(NC(=O)CSc2nnnn2C2CCCCC2)cc1	0%
O=C(NC1CC(=O)N(c2ccc(F)cc2)C1)N1CCN(C(=O)c2ccco2)CC1 (configuration not stated)	3%
COc1ccc(C2=NCCn3nc4cc([N+](=O)[O-])ccc4c32)cc1	-20%
COc1ccccc1N1CCN(/N=C/c2cc(Br)ccc2F)CC1	-13%
O=C(CN1C(=O)C(=O)N(C2CCCC2)C1=O)Nc1ccc(OC(F)F)cc1	-2%
Cc1cccc(NC(=O)COC(=O)CC2CCCC2)c1C	1%
CCCCNc1c(-c2ccc(OC)c(Sc3ccc(OC)cc3)c2)nc2ccc(Cl)cn12	-3%
CCc1ccccc1NC(=O)CN1CCN(C(=O)c2cccc(-n3cnnn3)c2)CC1	-4%
O=C(NCc1ccc(F)cc1)c1cc(S(=O)(=O)N2CCCCC2)ccc1Cl	0%
CCCCN1C(=O)C(=O)N(CC(=O)Nc2sc(CC)cc2C(=O)OCC)C1=O	-4%
CCN(CC(=O)NC1CCS(=O)(=O)C1)c1ccc(S(=O)(=O)N(CC)CC)cc1[N+](=O)[O-] (configuration not stated)	25%
N#Cc1ccccc1S(=O)(=O)N1CCN(C(=O)CN2CCCC2c2cccs2)CC1 (configuration not stated)	-5%
CC(=O)NC(c1ccco1)c1cc(F)c2cccnc2c1O (configuration not stated)	14µM*
CC(C)[C@H](NC(=O)OCc1ccccc1)C(=O)OCC(=O)Nc1ccc(N2CCOCC2)cc1	-10%
COc1ccc(S(=O)(=O)Nc2ccc3c(c2)CC(=O)N([C@@H](C)CO)C[C@H](C)[C@@H](CN(C)S(=O)(=O)c2ccc(F)cc2)O3)cc1	-6%
COc1ccc(CCNC(=O)C(=O)c2c[nH]c3ccccc23)cc1OC	4%
CCOC(=O)c1cnc2c(ccc3ccccc32)c1Cl	1%
N#CCSc1ccccc1NC(=O)COC(=O)CCNC(=O)c1ccc([N+](=O)[O-])cc1	0%
C[n+]1ccccc1/C=C1\Sc2ccccc2N1CCO	-5%
O=C(Nc1cccc([N+](=O)[O-])c1)C1COc2ccccc2O1 (configuration not stated)	-1%
CCCOc1ccc(C(=O)c2ccccc2C(=O)OC2CCOC2=O)cc1OCCC (configuration not stated)	-6%
CN(C)c1ccc(CNC(=O)CCc2ccc(S(=O)(=O)N3CCCCCC3)cc2)cc1	-23%
Cc1ccc(S(=O)(=O)N2CCOCC2)cc1NC(=O)CSc1ncccn1	4%
Additional compounds follow.
SMILES	L3MBTL1 inh
Cc1cccc(NC(=O)c2cc(S(=O)(=O)N3CCc4ccccc43)cn2C)c1	-4%
CN(Cc1cccs1)C(=O)c1cc(S(=O)(=O)N2CCOCC2)ccc1F	6%
COc1cccc(-c2sc3ccc(OC)cc3c2-c2ccc(OCCN3CCOCC3)cc2)c1	-11%
COc1ccccc1NC(=O)Cn1c([N+](=O)[O-])cnc1C	5%
COc1ccc(C(=O)NCCc2ccccc2)cc1[N+](=O)[O-]	10%
CC(OC(=O)CCc1cc(C(C)(C)C)c(O)c(C(C)(C)C)c1)C(=O)NC1CC1 (configuration not stated)	0%
COc1cccc(CN2CCN(Cc3ccccc3C(F)(F)F)CC2)c1	-11%
C=CCN(CC=C)C(=O)COn1nnc2ccc(S(=O)(=O)N3CCOCC3)cc21	8%
CCCCN(C(=O)CCCc1nc2ccccc2c(=O)[nH]1)c1c(N)n(CC(C)C)c(=O)[nH]c1=O	35%[activator]
Cc1ccc(S(=O)(=O)Nc2ccc3c(c2)C(=O)N([C@H](C)CO)C[C@H](C)[C@@H](CN(C)C(=O)Nc2ccc(C(F)(F)F)cc2)O3)cc1	4%
Cc1ccc(S(=O)(=O)Nc2cccc(C(=O)NCc3ccccn3)c2)cc1F	3%
CN(C)C(=O)c1ccc(NC(=O)CSc2nnc(-c3ccc4c(c3)OCO4)o2)cc1	5%
